Source: PubChem (several laboratories)
KOR beta-arrestin-1 = kappa opioid receptor activators – cell-based, luminescence, uHTS, primary screen (AID 1777); KOR beta-arrestin recruitment, luminescence; higher % means a stronger effect; one-dose activation, % at 10 µM; EC50 in µM for titrated hits; 0.02% of 280,000 active; in the data active = activation above about 50%, passing the limit was not always enough; note: a part of the inactive calls stands beside numbers as strong as those of hits
NTR1 agonist = NTR1-driven beta-arrestin-GFP spot formation – imaging, U2OS cells, high content, primary screen (AID 493036); agonist mode; activation, % at 20 µM; 0.17% of 330,000 active;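 active = activation at or above 40% of the spot to cytoplasm intensity ratio, with at least 20 cells analyzed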;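 note: 0% = DMSO without peptide and 100% = 100 nM NTR1 peptide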
Target sequence (P30989 whole entry, looked up): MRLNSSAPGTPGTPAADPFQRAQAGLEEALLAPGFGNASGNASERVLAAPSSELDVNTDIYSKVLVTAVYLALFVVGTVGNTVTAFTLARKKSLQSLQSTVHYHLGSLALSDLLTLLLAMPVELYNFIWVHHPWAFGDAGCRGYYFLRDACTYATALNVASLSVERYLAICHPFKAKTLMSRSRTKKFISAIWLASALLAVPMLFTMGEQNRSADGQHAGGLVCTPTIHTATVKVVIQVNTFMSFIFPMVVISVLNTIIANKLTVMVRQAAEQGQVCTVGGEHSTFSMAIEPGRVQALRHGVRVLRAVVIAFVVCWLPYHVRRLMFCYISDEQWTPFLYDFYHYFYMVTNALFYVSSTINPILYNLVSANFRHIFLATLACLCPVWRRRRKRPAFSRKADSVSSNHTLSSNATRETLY
KOR beta-arrestin-2 = KOR antagonists, beta-arrestin recruitment, cell-based, luminescence, uHTS (AID 1778). 0.091% of 290,000 active. one-dose inhibition, % at 10 µM; IC50 in µM for titrated hits. KOR beta-arrestin recruitment, luminescence, antagonist mode; higher % means a stronger effect; note: strong numbers were not always called active
GPR55 activation = GPR55 agonists via beta-arrestin recruitment, primary screen, imaging, U2OS cells, beta-arrestin-GFP redistribution (AID 1961); U2OS GPR55 beta-arrestin-GFP redistribution imaging; higher % means a stronger effect; activation, % at 10 µM, or EC50 in µM where a hit was titrated; 0.048% of 290,000 active;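 active = activation above 40% with more than 50 cells counted in the well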;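 note: U2OS osteosarcoma cells stably expressing GPR55 and beta-arrestin-GFP; plate controls were DMSO negative control for no effect and LPI positive control for full effect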
Myeloid diff 2 = compounds promoting myeloid differentiation. ER-HoxA9 myeloid progenitors, lysozyme-GFP differentiation, flow cytometry. calls only at 10 µM. 1% of 360,000 active. AID 624256;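 active = normalized GFP-positive differentiation at or above the plate's own cutoff, the solvent-only control mean plus 3 SD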;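 note: cells exposed to compound for four days before flow analysis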
GPR55 LPI antagonism = inhibition of LPI-stimulated GPR55 beta-arrestin translocation – imaging, U2OS, beta-arrestin-GFP, LPI agonist, primary screen (AID 2013); 0.13% of 290,000 active; inhibition, % at 10 µM; hits with a dose series show IC50 in µM; U2OS GPR55 beta-arrestin-GFP translocation imaging, LPI antagonism; higher % means a stronger effect;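 active = spots per cell inhibited over 60%, with over 100 cells counted and total cytoplasm intensity under 500,000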;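 note: U2OS cells stably carrying GPR55 and arrestin-GFP stimulated by 5 µM LPI near EC80; imaged beta-arrestin-GFP aggregate spots per cell after agonist stimulation; plate controls were LPI-stimulated DMSO wells for no effect and DMSO wells without LPI for full effect; some results filed as inactive read as strong as hits; confirmed hits need IC50 under 10 µM and bright autofluorescent wells are also inconclusive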
T cell HTS = T cell immune modulators affecting CD8 T cell-vesicle binding | 0.068% of 330,000 active | calls only at 7 µM | 2C CD8+ T cell-vesicle binding, flow cytometry; hits give low values;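 active = response, share of CD8 T cells binding vesicles, and their 90th percentile fluorescence all below set limits, cut at about 80% in these data, passing the limit was not always enough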
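Assay system: 2C TCR transgenic mouse naive CD8+ T cells, MACS-purified | Read-out: CD8+ gate FL2 mean fluorescence as % of same-row positive control | Signal: High-throughput flow cytometry with anti-B7-1 and anti-CD8 staining | Timing: Binding step 1.5 h, 37 °C, antibody labelling 20 min, ice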
NOD1 inhibition = inhibition of NOD1-driven NF-kB reporter – cell-based, luminescence, uHTS, primary screen (AID 1578). NOD1-driven NF-kB luciferase reporter cells, luminescence; higher % means a stronger effect. inhibition, % at 4 µM, or EC50 in µM where a hit was titrated. 1% of 290,000 active; in the data active = inhibition mostly above about 36%, no sharp cut-off; inactive = mostly below about 34%;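 note: HEK-293T reporter cells stimulated with the NOD1 agonist gamma-tri-DAP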
NOD2 inhibition = NOD2 signaling inhibitors, cell-based, luminescence, uHTS, HEK293 (AID 1566). HEK293 NOD2/NF-kB luciferase reporter, luminescence; higher % means a stronger effect. one-dose inhibition, % at 4 µM; EC50 in µM for titrated hits. 0.63% of 290,000 active; note: many of its hits are not listed in these tables
T cell HTS vesicle-bound % = second read-out of T cell HTS, no call of its own (marks repeat the call); double positive events, %; measured here: CD8+ vesicle-bound cell fraction;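 binding gate set so that unloaded-vesicle control wells show 10% double positive cells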
NTR1 agonist cell count 20 µM = further read-out of NTR1 agonist, marked with its call; cell count; measured here: cell count, cytotoxicity flag
Myeloid diff 2 GFP+ MAC1+ % = also measured in Myeloid diff 2; calls as there; GFP+ MAC1+ double positive, %; measured here: differentiation confirmed by MAC1 staining
* hit, by the source's call; i = inactive; · = not tested or not shown; + = active, no number; [ ] = dose if it differs, or a comment. Cut-off read from the data, not from the text of the source, unless noted: active = inhibition above about 50%; inactive = the rest.

Below each SMILES – KOR beta-arrestin-1, NTR1 agonist, NTR1 agonist cell count 20 µM, KOR beta-arrestin-2, GPR55 activation, Myeloid diff 2, Myeloid diff 2 GFP+ MAC1+ %, GPR55 LPI antagonism, T cell HTS, T cell HTS vesicle-bound %, NOD1 inhibition, NOD2 inhibition
- O=C(c1ccc(S(=O)(=O)N2CCOCC2)cc1)N(c1ccccc1)C1C=CS(=O)(=O)C1 (configuration not stated)
 : -3.6%, -0.5, 58, 22%, 0.7%, i, 2.3, 4%, i, 49, -14%, 6%
- COc1cccc(NS(=O)(=O)c2cc(C)ccc2OC)c1
 : -4.7%, -0.5, 54, -20%, -0.2%, i, 1.4, 3%, i, 36, -16%, 8%
- COc1ccccc1NC(=O)Nc1nnc(Cc2ccc(F)cc2)s1
 : 4.0%, 2.5, 66, -6%, -0.2%, i, 0.5, 11%, i, 45, -66%, -72%
- COc1ccc(NC(=O)CN2CCN(CC(=O)Nc3ccccc3Cl)CC2)cc1Cl
 : 18%, 1.6, 50, -24%, -0.1%, i, 0.7, 1%, i, 28, 0%, -23%
- Cc1cccc(C(=O)Nc2ccc(CC(=O)O)cc2)c1
 : -1.7%, 0.0, 89, -26%, -0.1%, i, 5.9, 14%, i, 10, -2%, 27%
- CN1CCN(c2ccc(NC(=O)c3ccccc3)cc2)CC1
 : 1.7%, -1.3, 81, 21%, 0.0%, i, 0.9, 20%, i, 50, 3%, 3%
- Cc1[nH]nc2c1C1(CCN(C(=O)OCc3ccccc3)CC1)C(C#N)=C(N)O2
 : -4.6%, -3.3, 99, 0%, -0.1%, i, 0.8, 15%, i, 37, -16%, 10%
- CC1=C(C(=O)Nc2ccccc2)C(c2ccco2)n2ncnc2N1 (configuration not stated)
 : -3.0%, -0.6, 37, 16%, 0.0%, i, 6.2, 7%, i, 21, -17%, 15%
- Cc1cc(C(=O)N2CCCC(C(=O)c3cccc4ccccc34)C2)nc(C)n1 (configuration not stated)
 : -2.3%, 0.9, 46, -17%, 1.0%, i, 0.6, 10%, i, 25, -11%, 5%
- O=C(CSCc1ccc(Cl)cc1Cl)Nc1ccccc1C(=O)Nc1ccc(C(=O)O)cc1
 : -1.9%, -1.4, 32, 15%, 0.3%, i, 0.4, 10%, i, 38, -28%, 0%
- CC(=O)N1CCn2c3c(c4cc(C)ccc42)CCCC31 (configuration not stated)
 : ·, 0.4, 38, -50%[20 µM], -0.1%, i, 0.4, 8%, i, 41, -28%, 12%
- CCCC(c1nnnn1C(C)(C)CC)N(CCCO)Cc1cc2cc(C)cc(C)c2[nH]c1=O (configuration not stated)
 : -2.5%, 3.1, 70, 0%, -0.2%, i, 1.2, 0%, i, 27, 16%, 4%
- O=C(NCCc1c[nH]c2ccccc12)C(=O)NCC(c1ccco1)N1CCN(c2ccccc2F)CC1 (configuration not stated)
 : 5.3%, 4.8, 62, 18%, 0.0%, i, 1.2, 4%, i, 34, -26%, -55%
- CCNC(=S)Nc1ccc(C)c(S(=O)(=O)Nc2ccccc2OC)c1
 : -0.4%, 2.7, 53, 8%, -0.1%, i, 0.5, 3%, i, 30, 2%, 5%
- COc1ccc2[nH]c(=O)c(CN(CCO)S(=O)(=O)c3ccc(C)cc3)cc2c1
 : 3.1%, -0.7, 53, -15%[20 µM], 0.2%, i, 0.3, -4%, i, 33, -15%, 0%
- O=C(O)COc1ccc(/C=N/NC(=O)c2ccccc2Br)cc1
 : -5.4%, -0.2, 108, -4%, 0.1%, i, 0.0, 5%, i, 38, -26%, 19%
- Cc1nnc2ccc(Oc3ccc(-c4ccccc4)cc3)nn12
 : -3.8%, 4.3, 84, -1%, 0.2%, i, 3.8, -24%, i, 19, 33%, 23%
- COc1ccc(NC(=O)N2Cc3ccccc3CC2C(=O)NC(C)(C)C)cc1 (configuration not stated)
 : 10%, -0.7, 33, 6%, 0.3%, i, 0.7, 3%, i, 44, 6%, 16%
- Cc1nn(CC(=O)NCCCN2CCN(Cc3ccccc3)CC2)c(=O)c2cc(-c3ccccc3)nn12
 : -3.8%, -0.6, 60, 7%, 0.2%, i, 3.6, 1%, i, 32, -4%, 29%
- Cc1ccc2cc(C#N)c(SCC(=O)NNC(=O)Cc3ccccc3)nc2c1
 : 1.6%, ·, ·, 21%, 0.4%, +, 3.6*, 0%, ·, ·, -23%, 12%
- O=C(NCC1CCCO1)c1cnn2c1NC(c1ccccc1)CC2C(F)(F)F (configuration not stated)
 : -3.3%, -0.3, 57, 17%, 0.0%, i, 2.3, -5%, i, 40, -10%, 19%
- Cc1ccc(C)c(C(=O)Nc2c(C(N)=O)oc3ccccc23)c1
 : 2.7%, 1.4, 94, -35%, -0.1%, i, 2.3, -4%, i, 28, 11%, 15%
- CC(=O)Oc1cccc(N2C(=O)c3ccccc3C2=O)c1
 : 7.1%, -1.1, 49, 5%, -0.3%, i, 0.3, -22%, i, 52, -5%, 12%
- COc1cccc(N2CCN(S(=O)(=O)c3ccc(-c4cnc(C5CC5)o4)cc3)CC2)c1
 : -0.7%, 2.3, 67, 1%, 0.4%, i, 0.0, 3%, i, 32, -17%, 5%
- COc1ccc2[nH]c(C)c(CCNc3ccc(C(F)(F)F)cc3[N+](=O)[O-])c2c1
 : 10%, 11, 49, 15%, -0.2%, i, 1.0, 6%, i, 45, 8%, 10%
- O=C(Nc1cccnc1)c1cc2nc(C3CC3)cc(C(F)(F)F)n2n1
 : 1.2%, 0.1, 63, 13%, -0.1%, i, 0.7, -5%, i, 42, -16%, -4%
- CCC(C(=O)N1CCN(Cc2ccc3c(c2)OCO3)CC1)n1c(=O)[nH]c2ccccc2c1=O (configuration not stated)
 : -3.5%, 1.2, 50, 12%, -0.1%, i, 4.3, -3%, i, 30, -7%, 15%
- COc1cccc(-c2nnc3sc(C4CCCCC4)nn23)c1
 : -5.8%, -2.0, 65, -32%, -0.1%, i, 0.9, -7%, i, 12, 96%*, 55%*
- NS(=O)(=O)c1ccc(CCNC(=O)CN2CCN(c3cccc(Cl)c3)CC2)cc1
 : -1.4%, -1.6, 58, -24%, 0.1%, i, 0.5, 9%, i, 35, -15%, 13%
- COc1ccc(CCC(=O)N(C)CC(=O)Nc2ccc(N3CCOCC3)cc2)cc1
 : -3.3%, -0.8, 54, 14%, -0.3%, i, 0.3, 12%, i, 45, -13%, 15%

Below each SMILES – KOR beta-arrestin-1, NTR1 agonist, NTR1 agonist cell count 20 µM, KOR beta-arrestin-2, GPR55 activation, Myeloid diff 2, Myeloid diff 2 GFP+ MAC1+ %, GPR55 LPI antagonism, T cell HTS, T cell HTS vesicle-bound %, NOD1 inhibition, NOD2 inhibition
- CC1(C)CC(=O)C=C(Nc2ccc(Br)cc2F)C1
 : -2.4%, 0.2, 60, 7%[20 µM], -0.2%, ·, ·, 0%, i, 57, 11%, 13%
- COc1cccc(N2CCN(C(=O)C3CCCN(c4ncnc5c4nc4n5CCCCC4)C3)CC2)c1 (configuration not stated)
 : 5.3%, 12, 44, -40%, 0.4%, i, 0.4, 1%, i, 14, 23%, 9%
- COc1cc(NC(=O)C(C)Oc2ccccc2)cc(OC)c1 (configuration not stated)
 : -9.6%, -1.1, 67, 5%, -0.2%, i, 1.0, 0%, i, 36, 0%, 13%
- NC(=O)C1CNc2ccccc2O1 (configuration not stated)
 : -5.5%, 0.2, 47, 11%, -0.4%, i, 0.1, 6%, i, 33, -11%, 6%
- Cc1ccc(-c2csc3nc(CSc4nnc(-c5ccc(Cl)cc5)n4C)[nH]c(=O)c23)cc1
 : 6.9%, 12, 49, -10%, 1.1%, i, 1.1, 7%, i, 34, -28%, 1%
- CC[C@H](C)[C@H](NC(N)=O)C(=O)Nc1ccc(C)cc1
 : 1.2%, 0.1, 50, 5%, -0.1%, i, 0.7, 4%, i, 48, -13%, 8%
- CCS(=O)(=O)Nc1cccc(-c2cn3c(n2)SCC3)c1
 : -1.7%, -1.0, 73, -7%, 0.2%, i, 1.1, 6%, i, 40, -14%, 11%
- COc1ccc(OC)c(CNC(=O)CCS(=O)(=O)c2ccc3c(c2)oc(=O)n3C)c1
 : -1.3%, -0.1, 68, 6%, -0.2%, i, 1.9, 7%, i, 29, 16%, 1%
- CC(C)C(=O)Nc1ccccc1N1CCN(C(=O)c2ccccc2)CC1
 : 6.8%, 1.7, 60, 11%, -0.1%, i, 0.8, 0%, i, 2, -19%, 7%
- O=C(c1ccc2c3c(cccc13)CC2)C1CCCN(Cc2ccccn2)C1 (configuration not stated)
 : 6.2%, -1.9, 48, -7%[20 µM], -0.2%, i, 0.2, 6%, i, 32, -19%, 12%
- CCc1cccc(NC(=O)c2cnn(-c3ccccc3)c2C)c1
 : -1.3%, 2.0, 52, 19%, 0.0%, i, 0.2, ·, i, 58, -2%, -151%
- Nc1ccc(C(=O)N/N=C2\CCCc3c2[nH]c2ccccc32)cc1
 : 1.0%, -1.4, 96, -6%, 0.2%, i, 0.1, 7%, i, 36, -3%, -22%
- Cc1nn(-c2ccccc2)c(N2CCCCC2)c1/C=N/O
 : -1.0%, -0.2, 57, 3%, -0.1%, i, 6.2, 10%, ·, ·, -32%, 20%
- COc1cc(OC)c(OC)cc1/C=N/NC(=O)c1ccc(=O)n(C)c1
 : 7.5%, -1.0, 44, 9%, 0.2%, i, 0.3, -1%, i, 19, -13%, 2%

Part of the list above, as labelled records:
CC[C@H](C)[C@H](NC(N)=O)C(=O)Nc1ccc(C)cc1
  KOR beta-arrestin-1 = 1.2% | NTR1 agonist = 0.1 | NTR1 agonist cell count 20 µM = 50 | KOR beta-arrestin-2 = 5% | GPR55 activation = -0.1% | Myeloid diff 2 = i | Myeloid diff 2 GFP+ MAC1+ % = 0.7 | GPR55 LPI antagonism = 4% | T cell HTS = i | T cell HTS vesicle-bound % = 48 | NOD1 inhibition = -13% | NOD2 inhibition = 8%
COc1cccc(N2CCN(C(=O)C3CCCN(c4ncnc5c4nc4n5CCCCC4)C3)CC2)c1 (configuration not stated)
  KOR beta-arrestin-1 = 5.3% | NTR1 agonist = 12 | NTR1 agonist cell count 20 µM = 44 | KOR beta-arrestin-2 = -40% | GPR55 activation = 0.4% | Myeloid diff 2 = i | Myeloid diff 2 GFP+ MAC1+ % = 0.4 | GPR55 LPI antagonism = 1% | T cell HTS = i | T cell HTS vesicle-bound % = 14 | NOD1 inhibition = 23% | NOD2 inhibition = 9%

Some of the compounds tested; rates above refer to the full screens.
